NFkB transloc inh: blocks IL-1B driven NFkB nuclear translocation in HUVEC cells. inhibition, % at 2 µM. 94,000 compounds, 0.43% hits. HUVEC IL-1B NFkB p65 nuclear translocation imaging;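 active = inhibition above about 30% together with a positive call from visual inspection of the well image, limit read from the data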;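 also: nuclear over cytoplasmic p65 intensity ratio measured by imaging; 0% = IL-1B stimulated DMSO wells and 100% = unstimulated DMSO wells; values of inactives mirror those of a sister screen read the other way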
MRP reversal: MRP-mediated drug resistance reversal. H69AR cells + 2 uM doxorubicin, CellTiter-Glo, 72 h. differential viability (reversal), % at 10 µM. 85,000 compounds, 0.04% hits. AID 602;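 active = viability drop by adding the cancer drug above about 55%, with treated viability meeting a 40% cutoff, limit read from the data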;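 also: viability without doxorubicin minus viability with 2 µM doxorubicin for each compound; larger differential means the compound sensitizes cells more to doxorubicin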
PLAP inhibition: inhibition of human placental alkaline phosphatase – biochemical, luminescence, HTS (AID 690). purified PLAP, luminescent substrate; higher % means a stronger effect. inhibition, % at 20 µM, or IC50 in µM where a hit was titrated. 96,000 compounds, 0.08% hits; in the data active = a potency from the dose series; inactive = the rest, 99 in 100 with inhibition below about 30%; also: strong numbers were not always called active
Bcl-B displacement: displacers of TR3 peptide from Bcl-B, primary screen, selectivity assay for Bfl-1 inhibitor project, biochemical, fluorescence polarization; FP displacement of FITC-TR3 peptide from Bcl-B; higher % means a stronger effect; displacement, % at 20 µM; hits with a dose series show IC50 in µM; 96,000 compounds, 0.11% hits;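 active = displacement above 50% at 20 µM plus a fluorescence interference ratio under 1.5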;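 also: plate controls were wells without compound for no effect and wells lacking Bcl-B protein for full effect; a part of the inactive calls stands beside numbers as strong as those of hits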
NFkB transloc pot: enhances IL-1B driven NFkB nuclear translocation. 94,000 compounds, 0.3% hits. activation, % at 2 µM. HUVEC IL-1B NFkB p65 nuclear translocation imaging. AID 819;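 active = activation above 40%, about the mean plus 3 SD, also judged a hit on visual image review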;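 also: percent activation is computed from the nuclear over cytoplasmic p65 intensity ratio; values of inactives mirror those of a sister screen read the other way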
MRP reversal cytotoxicity: recorded beside MRP reversal, whose call it bears; viability, %; H69AR cells, CellTiter-Glo, 72 h; measured here: cytotoxicity without doxorubicin
MRP reversal with doxorubicin: further read-out of MRP reversal, marked with its call; viability, %; measured here: viability with 2 uM doxorubicin; stronger effect = lower value
NFkB transloc inh cell count 2 µM: recorded beside NFkB transloc inh, whose call it bears; cell count; measured here: cells passing quality filter;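 raw number of nuclei counted in each imaged well without normalization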
NFkB transloc pot cell count 2 µM: also measured in NFkB transloc pot; calls as there; cell count; measured here: cells passing quality filter
An asterisk follows results filed as active; nt = not tested or not shown.

SMILES	NFkB transloc inh	NFkB transloc inh cell count 2 µM	MRP reversal	MRP reversal cytotoxicity	MRP reversal with doxorubicin	PLAP inhibition	Bcl-B displacement	NFkB transloc pot	NFkB transloc pot cell count 2 µM
COc1ccc(CCCc2nnc(SCC(=O)Nc3cccc(C)c3)o2)cc1	-29.7	169	6.3	97.0	90.7	19.4%	4.7%	29.7	169
FC(F)(F)C(Oc1nc(Nc2ccc(Cl)cc2)nc(N2CCOCC2)n1)C(F)(F)F	12.3	96	18.5	100.6	82.1	nt	nt	-12.3	96
Cc1cc(C(=O)OC2CCOC2=O)c2ccccc2n1 (stereo not given)	-3.9	111	-11.7	84.8	96.5	-9.8%	2.1%	3.9	111
O=C(c1ccc(F)cc1)C(CN1CCOCC1)c1ccccc1 (stereo not given)	16.9	122	-8.0	91.2	99.2	-1.9%	3.7%	-16.9	122
CCCCCCN=CC1=C(O)C(C(=O)OC)C(C)(C)CC1=O (stereo not given)	-7.7	57	6.6	97.0	90.4	-28.2%	7.6%	7.7	57
CC(Oc1ccc(F)cc1)C(=O)Nc1sc2c(c1C(=O)NCc1cccnc1)CCCC2 (stereo not given)	nt	nt	nt	nt	nt	-13.3%	4.9%	nt	nt
CC(C)NC(=O)CSc1nnc(-c2ccncc2)n1-c1ccccc1	15.8	198	nt	nt	nt	19.1%	-3.6%	-15.8	198
O=C(CSCSCC(=O)Nc1ccc2c(c1)OCO2)Nc1ccc2c(c1)OCO2	12.1	200	-6.5	79.7	86.2	9.1%	-2.6%	-12.1	200
O=C(Nc1ccccc1C(F)(F)F)Nc1cccc2ccccc12	-4.1	160	nt	nt	nt	-8.2%	3.7%	4.1	160
CCOC(=O)c1[nH]c(C)c(C(=O)OCC)c1C	4.6	31	13.9	96.8	82.8	8.9%	-12.2%	-4.6	31
CC1Cc2cc(/C(O)=C3/C(=O)C(=O)N(CCCn4ccnc4)C3c3ccco3)ccc2O1 (stereo not given)	-20.3	135	-2.4	92.3	94.7	-7.8%	12.1%	20.3	135
C=CCNC(=S)NNC(=O)C(CCCC)CC(C)(C)O (stereo not given)	10.7	116	-3.8	100.5	104.3	nt	nt	-10.7	116
O=C(Nc1ccccn1)Nc1cccs1	-6.0	80	16.5	101.4	84.9	7.5%	1.7%	6.0	80
Cc1cc(C)c(S(=O)(=O)N2CCC(C(=O)NCc3ccc(Cl)cc3Cl)CC2)c(C)c1	-18.5	198	-6.5	99.7	106.3	-137.7%	-8.0%	18.5	198
OC(COc1cccc2ccccc12)CN1CCCC1 (stereo not given)	1.5	161	14.4	96.4	82.0	-4.8%	27.3%	-1.5	161
CCC1(C)Cc2ccccc2-c2nc(-c3ccccc3)oc(=O)c21 (stereo not given)	-5.4	151	-2.6	84.5	87.2	36.4%	-2.0%	5.4	151
CCOC(=O)C1(S(=O)(=O)c2ccccc2)CCN(Cc2ccccc2)CC1	-2.5	116	nt	nt	nt	-28.0%	-1.5%	2.5	116
CCOCCCNC(=O)N[C@@H](Cc1ccccc1)C(=O)OC	7.4	135	-23.2	84.5	107.7	-7.8%	-2.2%	-7.4	135
CCCCOc1nc2ccccc2nc1C(C#N)C(=O)NC1CCCCC1 (stereo not given)	-1.2	127	-10.4	94.2	104.6	-35.8%	17.6%	1.2	127
Cc1ccc(S(=O)(=O)NCCC(=O)Nc2ccc3c(c2)OCO3)cc1	-34.8	177	6.5	108.3	101.7	8.0%	-6.9%	34.8	177

Looked up above.
CCOC(=O)C1(S(=O)(=O)c2ccccc2)CCN(Cc2ccccc2)CC1 in NFkB transloc pot reads 2.5
CC(Oc1ccc(F)cc1)C(=O)Nc1sc2c(c1C(=O)NCc1cccnc1)CCCC2 (stereo not given) in Bcl-B displacement reads 4.9%
FC(F)(F)C(Oc1nc(Nc2ccc(Cl)cc2)nc(N2CCOCC2)n1)C(F)(F)F in NFkB transloc inh cell count 2 µM reads 96

(cont.)
SMILES	NFkB transloc inh	NFkB transloc inh cell count 2 µM	MRP reversal	MRP reversal cytotoxicity	MRP reversal with doxorubicin	PLAP inhibition	Bcl-B displacement	NFkB transloc pot	NFkB transloc pot cell count 2 µM
O=C(Nc1ccccc1C(=O)O)c1ccc(NC(=O)c2ccc(Br)o2)cc1	-10.2	169	-4.5	92.5	97.0	-7.1%	-0.1%	10.2	169
COc1ccc(-n2nnnc2SCC(=O)Nc2nc3c(s2)CCCC3)cc1	-3.9	150	-11.7	71.4	83.1	-5.5%	-9.5%	3.9	150
O=S(=O)(Nc1ccc(Cc2ccncc2)cc1)N1CCCC1	nt	nt	19.1	91.9	72.8	-0.6%	-1.1%	nt	nt
Cc1ccc(S(=O)(=O)Nc2nc3ccccc3nc2N2CCc3ccccc3C2)cc1	-1.1	132	nt	nt	nt	-18.2%	-8.0%	1.1	132
Cc1ccc(S(=O)(=O)N(CC(=O)NCCC2=CCCCC2)Cc2ccccc2)cc1	-3.5	104	nt	nt	nt	-27.5%	6.9%	3.5	104
CCC(=O)N1CCN(CCN=CC2=C(O)CC(c3cccs3)CC2=O)CC1 (stereo not given)	-15.7	101	-3.0	95.0	98.0	3.1%	-5.0%	15.7	101
Cc1ccc(-n2nnc3c(=O)n(CC(=O)c4ccccc4)cnc32)cc1	-28.8	198	-0.9	97.8	98.7	3.6%	-3.2%	28.8	198
CCC(C)c1ccc(NC(=O)CSc2nncn2N)cc1 (stereo not given)	1.8	156	-0.3	94.5	94.9	-6.1%	-2.3%	-1.8	156
COc1ccc(CCc2nc(C)ccc2O)cc1	4.1	142	nt	nt	nt	2.1%	-0.2%	-4.1	142
Cn1c(SCC(=O)NCCNC(=O)CSc2nnc(C(F)(F)F)n2C)nnc1C(F)(F)F	-7.1	69	8.6	101.1	92.5	21.0%	-0.1%	7.1	69
CCC1Oc2ccccc2N(CC(=O)NCCN2C(C)CCCC2C)C1=O (stereo not given)	nt	nt	7.2	93.2	86.0	6.6%	-3.2%	nt	nt
O=C(Nc1ncc2c(n1)CC(c1ccco1)CC2=O)c1ccccc1 (stereo not given)	3.0	100	34.8	97.6	62.8	21.8%	-15.0%	-3.0	100
CCOC(=O)CSc1nnc2n(Cc3ccccc3)c(=O)c3c4c(sc3n12)CCC4	-12.7	175	-5.8	95.7	101.6	-2.3%	-8.1%	12.7	175
Cn1c(Cn2nnc3ccccc32)nnc1SCC(=O)NCc1ccc2c(c1)OCO2	-7.4	180	1.6	89.2	87.6	-14.0%	-2.5%	7.4	180
Cc1cccc(-n2c(CCn3nc(C)c([N+](=O)[O-])c3C)n[nH]c2=S)c1	15.8	162	nt	nt	nt	-113.5%	4.1%	-15.8	162
S=c1nc(-c2cccc(Br)c2)[nH][nH]1	nt	nt	0.3	95.1	94.8	-26.0%	-7.3%	nt	nt
CCNC(=O)COc1ccc2ccccc2c1	-5.7	96	-3.1	93.7	96.8	-23.2%	-10.5%	5.7	96
CCOc1ccccc1N1C(=O)CC(Nc2ccc(N3CCOCC3)cc2)C1=O (stereo not given)	0.0	206	3.5	90.9	87.3	-19.2%	-0.1%	0.0	206
O=C(Nc1ccc(-c2noc(CCc3ccccc3)n2)cc1)c1cccnc1	nt	nt	-12.0	5.5	17.5	-27.2%	-8.9%	nt	nt
O=C(CCCCn1c(=O)c2ccccc2n(Cc2ccc(F)cc2)c1=O)NCc1ccco1	-26.6	172	-54.1	22.4	76.5	-8.5%	-0.7%	26.6	172
CN(c1cccc(NC(=O)Nc2cccc(Cl)c2)c1)S(C)(=O)=O	2.3	81	32.3	59.3	27.0	-31.4%	-0.4%	-2.3	81
CCOc1cc(/C=N/NC(N)=O)cc(Br)c1OCC(=O)Nc1cccc2ccccc12	-5.3	175	nt	nt	nt	-21.7%	-15.4%	5.3	175
CCCc1nnc(SCc2ccc(OCC)cc2)n1N	nt	nt	2.1	95.7	93.6	-8.5%	-1.9%	nt	nt
COc1ccc(N2C(=O)CCC(C(=O)NCc3cccnc3)C2c2ccc(OC)c(OC)c2)cc1 (stereo not given)	-2.2	181	0.3	105.1	104.8	-50.4%	7.7%	2.2	181
Cc1ccc(C(=O)Nc2cnc3ccccn3c2=O)cc1	-8.9	172	-1.2	86.2	87.5	-11.7%	-3.8%	8.9	172
c1ccc(C(c2nnnn2C2CCCCC2)N2CCc3ccccc3C2)nc1 (stereo not given)	-4.2	176	-13.4	68.2	81.6	-47.7%	40.2%	4.2	176
CCOc1ccc(CCNC(=O)Cn2c(=O)oc3ccccc32)cc1OCC	-3.3	138	nt	nt	nt	-24.5%	2.4%	3.3	138
COc1cccc(NC2CC(=O)N(CCc3ccccc3)C2=O)c1 (stereo not given)	-2.0	103	22.8	93.5	70.7	-3.5%	5.7%	2.0	103
O=C(c1sccc1-n1cccc1)N1CCCC1	11.9	197	-7.0	92.6	99.7	-3.3%	6.6%	-11.9	197
CSc1ccccc1C(=O)NCCSc1ccccc1	-18.1	134	4.8	84.1	79.4	21.2%	-11.7%	18.1	134
CCCCCOC(=O)c1[nH]c2c(c1C)C(=O)C(C(=O)OC)C(C)C2 (stereo not given)	-0.7	174	-4.6	74.6	79.2	4.7%	-8.4%	0.7	174
CC(=O)Cc1nsc(NC(=O)c2ccccc2)n1	1.9	198	-2.9	103.2	106.2	10.6%	2.0%	-1.9	198
CCN1CCN(Cc2oc(CO)cc(=O)c2O)CC1	-1.9	148	nt	nt	nt	-5.0%	-4.7%	1.9	148
Cc1ccc(S(=O)(=O)N2CCN(C)CC2)cc1-c1nnc2c3ccccc3c(C)nn12	-3.6	118	-6.2	99.4	105.6	-35.8%	-5.6%	3.6	118
COc1ccc(NC(=O)c2cccnc2Cl)c(S(=O)(=O)N2CCOCC2)c1	-12.1	107	-0.7	76.9	77.6	17.0%	-12.1%	12.1	107
COc1ccc(-c2cc(C)nc(SCC(=O)c3cccc([N+](=O)[O-])c3)n2)cc1	-6.0	192	nt	nt	nt	0.2%	-6.1%	6.0	192
CC1(C)N(OCc2ccccc2)C(=O)C(=O)N(OCc2ccccc2)C1(C)C	-2.6	159	7.6	88.9	81.3	13.2%	6.1%	2.6	159
CC1CCCN(c2nc3ccccc3nc2C(C#N)S(=O)(=O)c2cccs2)C1 (stereo not given)	12.7	185	16.9	106.9	90.0	-44.5%	0.0%	-12.7	185
O=C(CC1Oc2ccc(Cl)cc2NC1=O)NC1CCCCCC1 (stereo not given)	-6.5	84	-4.5	94.6	99.1	4.9%	-2.5%	6.5	84
CCOC(=O)c1oc2cccc(OC(C)=O)c2c1C	-10.1	145	nt	nt	nt	-22.3%	-4.5%	10.1	145
COc1ccc(S(=O)(=O)N2CCN(C(=O)c3ccco3)CC2)cc1OC	-1.0	190	-14.4	77.6	92.0	6.9%	7.9%	1.0	190
CSc1ccc(Cl)c(C(=O)Nc2ccc(OCC(N)=O)cc2)c1	3.2	148	nt	nt	nt	8.0%	-3.4%	-3.2	148
COC(=O)c1ccccc1NC(=O)CN1CCN(C(=O)c2ccco2)CC1	-18.2	204	41.6	88.5	46.9	-8.3%	-7.4%	18.2	204
O=C(c1ccco1)N1CCN(C(=O)c2ccc(COc3ccc4c(c3)CCC4)o2)CC1	-6.5	154	0.6	65.8	65.2	-17.7%	0.5%	6.5	154
CSc1nc(C)cc(OCC(=O)N2CCOCC2)n1	-3.5	129	-2.5	96.3	98.8	-4.6%	-1.0%	3.5	129
O=C(CCN1CCCCCC1)Nc1ccc(F)c(F)c1	-5.8	159	5.0	92.5	87.5	8.7%	-9.6%	5.8	159
CSc1nc(-c2ccco2)nn1C(=O)c1ccco1	nt	nt	4.0	94.1	90.1	-7.5%	-3.8%	nt	nt
CCOC(=O)N1CCC(NC(=O)COc2cc(=O)n(C)c3ccccc23)CC1	12.7	182	-8.0	71.1	79.1	-14.6%	-2.7%	-12.7	182
CC(=O)c1ccc(Cc2ncc(C(F)(F)F)cc2Cl)s1	-10.6	145	nt	nt	nt	-2.8%	-3.0%	10.6	145

An excerpt; count on the stated rates, not on these rows.
